# TAG inh: inhibitors of triacylglycerol accumulation, primary screen, cell-based, uHTS, fluorescence, H9c2; 0.66% of 230,000 active; H9c2 cells, Nile Red lipid (TAG) fluorescence; cells loaded with 200 µM oleic acid; inhibition, % at 12.5 µM; AID 651582, 2012;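 active = pattern-corrected inhibition of lipid staining of at least 50% with the nuclear-stain viability signal not falling by more than 50%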;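 note: 0% = DMSO wells and 100% = triacsin C control wells; some results filed as inactive read as strong as hits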
# TAG inh DAPI viability: second read-out of TAG inh, no call of its own (marks repeat the call); DAPI nuclei signal change (viability), lower = more cytotoxic, %;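 whole-well DAPI fluorescence read on a plate reader as a viability signal; minus 50 percent equals half of cells still viable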
# The depositor's hits bear a star. Some of the compounds tested; rates above refer to the full screens.
SMILES,TAG inh,TAG inh DAPI viability
COc1ccccc1S(=O)(=O)Cc1ccc(C(=O)NCCN2CCCCCC2)o1,2,3
CCCS(=O)(=O)c1ccc(COC(=O)Cc2ccc([N+](=O)[O-])cc2)cc1,-2,-1
CC(=O)C1=C(C)Nc2ncnn2C1c1ccccc1OCc1ccccc1 (stereo not drawn),-14,5
CCOc1ccccc1C=NN=Cc1ccccc1O,-4,11
Cc1ccc(C)c(N2CC(O)(c3cccs3)[N+]3=C2CCCC3)c1 (stereo not drawn),-15,5
CC(NC(=O)CN(C)CC(=O)Nc1ccc(Cl)c(C(F)(F)F)c1)c1ccccc1 (stereo not drawn),13,13
CC1CN(S(=O)(=O)c2csc(C(=O)Nc3ccccc3)c2)CC(C)O1 (stereo not drawn),-7,-6
c1ccc(-n2cnnc2SCc2cn3ccsc3n2)cc1,0,1
COc1ccc(NC(=O)Nc2ccc3c(c2)C(=O)N([C@@H](C)CO)C[C@@H](C)[C@@H](CN(C)S(=O)(=O)c2cccs2)O3)cc1,6,3
Cc1cccc(OCCn2c(-c3ccco3)nc3ccccc32)c1,-20,10
CCOc1cc(C(C#N)N2CCOCC2)ccc1OC (stereo not drawn),-19,7
COC(=O)[C@@]1(Cc2ccccc2)[C@H]2C(=O)N(C)C(=O)[C@H]2[C@H]2CN=C(SCc3ccc(C)cc3)N21,14,-4
O=C(COC(=O)c1ccc2ccccc2n1)Nc1cccc(S(=O)(=O)NC2=NCCCCC2)c1,-12,13
Cc1cc(-c2n[nH]c(=S)n2/N=C/C(Br)=C/c2ccccc2)n[nH]1,8,-12
O=C(NC1CCCCC1)c1ccc(COCC(F)(F)F)o1,0,4
CCN1CCN(Cc2ccc(NC(=O)Nc3ccccc3OC)cc2)CC1,10,8
COc1ccc(/C(C)=N/N=C2/NC(=O)CC(C(=O)O)S2)cc1F (stereo not drawn),-12,15
Oc1ccccc1C=NN=CC=Cc1ccccc1,-4,8
Cc1cccc(NC(=O)NNC(=O)c2ccccn2)c1,-17,3
Cc1ccc(NC(=O)CN(C)C(=O)c2cccc(S(=O)(=O)NCc3cccs3)c2)cc1,2,-6
Cc1cc(NC(=O)C(C)SCC(=O)OC(C)C(=O)Nc2ccccc2C)no1 (stereo not drawn),-17,0
CCCCCC(=O)NC(=S)Nc1ccc(Cl)cn1,-9,0
O=C(Nc1ccc(N2CCOCC2)cc1)c1ccc(Cl)nc1,3,-4
COc1ccc(CCNC(=O)CCC(=O)N2CCOc3ccccc32)cc1OC,8,3
O=C(N/N=C/c1ccc(-c2ccc([N+](=O)[O-])cc2)o1)C(O)c1ccccc1 (stereo not drawn),5,-1
Cc1cc(C)cc(OCC(=O)OCC(=O)Nc2c(C)n(C)n(-c3ccccc3)c2=O)c1,-7,1
CN1CCN(C(=O)c2ccc(-c3cc4nc(NCc5cccnc5)n(C)c(=O)c4s3)cc2)CC1,4,7
CCCCOc1ccc(CCC(=O)N/N=C/c2ccco2)cc1,-16,9
O=C1NC(c2ccccc2)C(C(=O)c2cccs2)C(O)(C(F)(F)F)N1 (stereo not drawn),-10,-5
Cc1ccc(NS(=O)(=O)c2ccc(-n3cccn3)cc2)c(Br)c1,14,3
C=CCN(c1ccccc1)S(=O)(=O)c1cccc(C(=O)OCC(=O)NC2CC2)c1,5,7
CCCc1cc(=O)[nH]c(SCCCCN2C(=O)c3ccccc3C2=O)n1,-18,-4
CCCSc1ncnc2sc(C)c(C)c12,-3,-1
Cc1ccc(NC(=O)Nc2ncnc3nc[nH]c23)cc1,10,-1
COC(=O)C1=C(C)N(CC2CC2)C(=NCc2cccc(Cl)c2)N[C@H]1c1ccccc1,24,-5
CC(NC(=O)c1cccnc1Sc1ccccc1)c1ccc(S(N)(=O)=O)cc1 (stereo not drawn),4,-1
COc1cc(-c2nnc(SCc3ccccc3Cl)o2)cc(OC)c1OC,-5,-5
COc1ccc(OC)c2[nH]c(=O)c(CCNC(=O)CC(C)C)cc12,6,-4
COc1ccc(NC(=O)C(=O)NCCC2CCCCN2S(=O)(=O)c2ccccc2)cc1 (stereo not drawn),10,-13
CCC(=O)N(c1nnc(SCC(=O)NN2C(=O)NC3(CCC(C)CC3)C2=O)s1)C1CC1 (stereo not drawn),-34,11
COc1ccc(OCCCC(=O)OCC(=O)c2ccc3c(c2)NC(=O)CO3)cc1,-19,0
O=c1[nH]nc2n1CCCCC2,-33,-1
Cc1cc(C)c(NC(=O)COC(=O)COc2ccc3c(C)cc(=O)oc3c2)c(Cl)c1,-31,0
CCSc1cc(N2CCCC2)nc(-c2ccc(Cl)cc2)n1,7,7
O=[N+]([O-])c1ccc(O)c(NC(=S)Nc2ccccc2)c1,2,-1
Cc1nc2ccc(NC(=O)N3CCOCC3)cc2s1,4,2
COc1ccc(N2C(=S)NC3N2C(=S)NC3(C)c2ccccc2)cc1 (stereo not drawn),7,5
COc1ccccc1NC(=O)/C(=C/c1cccs1)NC(=O)c1ccco1,-9,1
CCOCCCNC(=O)c1cn(CC(C)C)c(=O)c2cc(OC)c(OC)cc12,-2,7
O=C(CN1CCN(c2ccccc2O)CC1)Nc1cc(S(=O)(=O)N2CCCC2)ccc1Cl,10,0

# The listing continues:
SMILES,TAG inh,TAG inh DAPI viability
O=C(CN1C(=O)CSc2ccc(S(=O)(=O)N3CCOCC3)cc21)NCCCN1CCc2ccccc2C1,-8,13
COc1ccc(Cc2ccccc2C(=O)O)cc1,-3,0
O=C(CCCc1c[nH]c2ccccc12)Nc1ccc(S(=O)(=O)Nc2ncccn2)cc1,1,4
O=C(Cn1cnc2c(OCc3ccccc3)ncnc21)NCc1ccccc1,-1,1
COCc1ccc(C(=O)N2CCCC(Nc3ccc(F)c(F)c3)C2)s1 (stereo not drawn),-2,-11
O=c1ccc(NS(=O)(=O)c2ccccc2)cn1Cc1ccc(Cl)c(Cl)c1,-1,5
CC1(C)C(/C=C/C=C/C=C/C=C2\N(CCCCS(=O)(=O)O)c3ccc4ccccc4c3C2(C)C)=[N+](CCCCS(=O)(=O)[O-])c2ccc3ccccc3c21,23,19
CCCC(=O)NC(=S)Nc1ccccc1OC,-6,-7
COc1cccc(C(=O)OC2CCN(C)CC2)c1,-8,-1
S=c1[nH]nc(COc2ccc(Cl)cc2)n1-c1ccc(Cl)cc1,-4,3
CN(C)S(=O)(=O)c1ccc(NC(=O)COC(=O)CC2CC3CCC2C3)cc1 (stereo not drawn),-9,3
Clc1ccc(CSc2cc3c(nn2)-c2ccccc2CC3)cc1,-4,-6
COc1ccc(N2CCN(C(CNC(=O)C(=O)NCc3ccc4c(c3)OCO4)c3ccco3)CC2)cc1 (stereo not drawn),-10,-7
CCCc1ccc(C(=O)NNc2cccc(C)c2)cc1,-1,-8
CC(C)OCCCNC(=O)Cn1ncc2c(=O)oc3ccccc3c21,3,6
CC1CCN(C(c2ccc(N(C)C)cc2)c2nnnn2Cc2ccc(F)cc2)CC1 (stereo not drawn),-20,6
CC(C)(C)c1nc(CN2CCCCC2)cc(CN2CCCCC2)c1O,6,6
O=C1C(NS(=O)(=O)c2cccs2)=C(N2CCN(Cc3ccccc3)CC2)C(=O)c2ccccc21,12,-2
Cc1ccc(S(=O)(=O)N(C)C[C@H]2Oc3cc(C#CC4CCCC4)ccc3S(=O)(=O)N([C@H](C)CO)C[C@H]2C)cc1,13,-7
OC[C@H]1O[C@@H](c2nc(-c3ccc4[nH]ccc4c3)no2)[C@H](O)[C@@H](O)[C@H]1O,-7,3
CCOC(=O)C(=Nc1ccccc1)NO,14,-13
CCCC(c1nnnn1Cc1ccc(OC)cc1)N1CCC(C(N)=O)CC1 (stereo not drawn),-9,-12
O=[N+]([O-])c1ccc(Cl)cc1CN1CCCCCC1,-1,0
COc1ccc(Nc2nc(N3CCN(C)CC3)nc3ccccc23)c(OC)c1,9,10
Cc1c(C)c(C)c(CO/N=C/c2cccs2)c(C)c1C,-35,1
C=CCn1c(NC(=O)c2ccco2)nc2ccccc21,4,-5
CCCN1CCC(=O)N([C@H](CSc2ccccc2)CC(C)C)CC1,-22,7
FC(F)(F)c1cc(-c2ccccc2)nc(NC2CCCC2)n1,-1,12
COc1ccc(N2CC(O)=C(c3n(C)c4ccccc4[n+]3C)C2=N)cc1,-7,-4
COC(=O)Nc1ccc(S(=O)(=O)Nc2ncccn2)cc1,-22,7
CC(C)OC(=O)CC12CN3CN(C1)CC(CC(=O)OC(C)C)(C3)C2=O,18,6
Cc1ccc(S(=O)(=O)N2CCN(C(=O)C3CC3C)CC2)c(C)c1 (stereo not drawn),-9,3
Nc1ccn(CC(=O)NCc2ccc3c(c2)OCO3)c(=O)n1,1,-3
CN1CCN2c3ccccc3Cc3ccccc3C2C1 (stereo not drawn),-8,3
O=C(Nc1ccc(N2CCOCC2)nc1)c1cccs1,-7,-1
Cc1ccc(CNC(=O)c2ccc(N3CCC4(CC3)CC(c3ccccc3)=NO4)c(NC(=O)c3cccc(C)c3)c2)cc1,30,-3
CCCCN(C=O)c1c(CC)nc2ccc(C(=O)N3CCN(C(C)=O)CC3)cn12,-3,-2
Cc1ccc(S(=O)(=O)N2CC=C(C(=O)NC3CC3)CC2)cc1,1,-4
Cc1ccc(NC(=O)C2CCCN(S(=O)(=O)c3c(C)noc3C)C2)c(C)c1 (stereo not drawn),19,-20
CCC(Oc1ccccc1)C(=O)NCc1ccc(S(N)(=O)=O)cc1 (stereo not drawn),-7,-6
O=C(CSc1nnc2ccc(-c3ccco3)nn12)Nc1ccccc1F,17,-7
CCN1C(=O)[C@H]2[C@@H](c3ccc(-c4ccc(F)cc4)cc3)N3CCCC[C@@]3(C(=O)OC)[C@H]2C1=O,-42,11
CCc1c(C)[nH]c2c1C(=O)C(CN1CCOCC1)CC2 (stereo not drawn),13,-2
COc1ccc(Cc2nc3ccc(C(=O)NCc4cc(C)no4)cc3o2)cc1OC,13,7
Cc1ccc(C(=O)Nc2nnc(S(=O)(=O)N3CCOCC3)s2)cc1,-4,-10
FC(F)(F)c1cccc(-c2cc3ccccc3nc2N2CCCC2)c1,-8,7
O=C(NCCc1ccc(F)cc1)C(=O)Nc1cc2c3c(c1)CC(=O)N3CCC2,6,4
COc1cc(S(=O)(=O)N2CCN(C(=O)c3ccccc3)CC2)c(OC)cc1Br,16,1
Cc1ccc(C(=O)NCC(c2ccco2)N2CCCCC2)s1 (stereo not drawn),10,2
Cc1ccc(OC(=O)Cn2c(C(F)(F)F)nc3ccccc32)cc1,-16,-4

# The listing continues.
SMILES,TAG inh,TAG inh DAPI viability
CC(=O)Nc1ccc(-c2ccnc3c2CC(C)(C(=O)NCc2ccco2)O3)cc1 (stereo not drawn),49,-43
O=C1NNC(c2ccccc2)=N/C1=C\c1ccccc1Cl,12,0
CCOc1ccccc1NC(=S)N1CCC(NC(=O)C(C)(C)C)CC1,1,-4
CCCN(CCC)S(=O)(=O)c1ccc(C(=O)Nc2nnc(-c3cccc(OC)c3)o2)cc1,7,0
Cc1ccc(CCNC(=O)c2cc(S(=O)(=O)N3CCCCC3)c[nH]2)cc1,0,-2
CCc1noc(C)c1C(=O)NNC(=O)COc1ccc(Br)cc1,-1,1
Cc1ccc(N2C(=O)SC(N(CC(=O)O)c3ccc(C)cc3)C2=O)cc1 (stereo not drawn),-5,10
CCOC(=O)N/N=C(\CCC(=O)O)c1cccs1,-13,15
COC(=O)c1c(C)nc2ccccc2c1-c1ccccc1,-10,-2
OCc1c(Cl)nc2ccccn12,-15,8
O=C(COC(=O)c1cncc(Br)c1)Nc1ccc(F)c(F)c1F,-7,0
COc1ccc(C2CC(c3ccccc3)=NN2C(=O)COC(=O)c2ccc(S(C)(=O)=O)cc2)cc1 (stereo not drawn),14,-4
COc1ccc(CC(=O)Oc2ccc(C#N)cc2)cc1,6,-6
c1ccc(CCNCc2ccco2)nc1,-7,4
CCOC(=O)C(NC(C)=O)C(=O)Nc1ccc(OC)cc1 (stereo not drawn),-14,13
CC1(C(=O)NS(=O)(=O)c2cccc(OC(F)F)c2)CCN1C(=O)c1ccccc1CCc1ccccc1 (stereo not drawn),8,3
Cc1ccsc1/C=N/NC(=O)c1ccc(-n2cccc2)cc1,5,6
Cc1ccc(NS(=O)(=O)c2ccc(C(=O)N3CC(C)CC(C)C3)cc2)cc1 (stereo not drawn),-78,6

# Bioassay records (PubChem)
